Screening results from PubChem BioAssay.
L3MBTL1 inh: blocks human L3MBTL1. Q9Y468. AlphaScreen L3MBTL1–H3K9me1 peptide binding. Potency, µM (titrated, usually from 57.1 µM), without a hit: at the highest dose activity, negative = inhibition, most hits filed as inhibitors. hit rate 0.66% among 230,000; further: on the % scale 0 is the no-effect control and ±100 the full control effect; nearly all actives have a fitted effect of over 60% in size
Target sequence (Q9Y468 whole entry, looked up): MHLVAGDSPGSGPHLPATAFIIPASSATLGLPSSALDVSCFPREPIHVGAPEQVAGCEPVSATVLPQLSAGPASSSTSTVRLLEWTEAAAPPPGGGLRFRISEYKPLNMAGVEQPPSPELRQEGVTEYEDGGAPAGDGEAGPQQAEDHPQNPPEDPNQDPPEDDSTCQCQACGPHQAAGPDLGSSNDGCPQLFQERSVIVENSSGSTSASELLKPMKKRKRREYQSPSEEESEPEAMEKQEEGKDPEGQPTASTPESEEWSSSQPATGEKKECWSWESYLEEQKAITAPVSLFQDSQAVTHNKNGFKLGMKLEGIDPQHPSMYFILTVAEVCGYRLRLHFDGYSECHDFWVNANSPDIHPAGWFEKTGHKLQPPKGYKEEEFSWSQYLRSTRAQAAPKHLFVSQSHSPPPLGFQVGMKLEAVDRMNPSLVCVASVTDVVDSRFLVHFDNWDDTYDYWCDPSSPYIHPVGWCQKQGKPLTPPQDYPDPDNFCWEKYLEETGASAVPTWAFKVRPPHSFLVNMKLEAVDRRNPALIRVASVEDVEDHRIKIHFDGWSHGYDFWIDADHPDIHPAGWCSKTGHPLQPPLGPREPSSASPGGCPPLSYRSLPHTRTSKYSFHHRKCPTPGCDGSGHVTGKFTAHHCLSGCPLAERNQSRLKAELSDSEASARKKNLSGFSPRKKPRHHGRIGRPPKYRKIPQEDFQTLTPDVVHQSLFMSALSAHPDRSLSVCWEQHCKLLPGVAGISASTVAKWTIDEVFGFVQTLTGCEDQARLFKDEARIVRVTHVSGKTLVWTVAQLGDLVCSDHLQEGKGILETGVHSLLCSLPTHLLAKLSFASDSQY
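Read-out is AlphaScreen signal from streptavidin donor and nickel chelate acceptor beads (10 ug/mL final each) bridging L3MBTL1 (50 nM) and biotinylated K9-monomethylated H3(1-15) peptide (75 nM), after 30 min compound exposure at room temperature.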
TRb SRC2 PPI: inhibitors of human thyroid hormone receptor beta-SRC2 interaction | hit rate 0.065% among 280,000 | Potency, µM (titrated, usually from 106 µM), without a hit: at the highest dose activity change, negative = inhibition, actives largely listed as inhibitors | TRbeta-SRC2 peptide binding, fluorescence polarization; receptor liganded with 1 µM T3;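 further: plate controls were bound peptide for no effect and peptide without receptor for full effect; nearly all actives have a fitted effect of over 50% in size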
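TRb LBD 0.6 uM + Texas Red SRC2 peptide 20 nM, 1 uM T3, Tris buffer w/ 5% DMSO; compound pinned, 5 h RT; FP read ex 555/em 632; normalized to unbound and bound controls.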
Tau fibril FP: inhibitors of human tau fibril formation; P10636; K18 P301L tau heparin fibrillization, Alexa594 FP, 6 h; Potency, µM (series often up to 57.7 µM), for inactives: top-dose activity, negative = inhibition, most hits filed as inhibitors; hit rate 0.39% among 280,000; further: on the % scale 0 is the no-effect control and ±100 the full control effect; nearly all actives have a fitted effect of over 55% in size
Target sequence (P10636 561-689 P618L limits assumed): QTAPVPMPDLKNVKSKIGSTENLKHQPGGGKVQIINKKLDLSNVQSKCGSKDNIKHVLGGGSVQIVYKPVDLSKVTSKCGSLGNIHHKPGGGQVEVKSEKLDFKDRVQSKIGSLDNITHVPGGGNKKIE
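Heparin (20 uM) drove fibril formation of recombinant tau K18 P301L, 15 uM unlabeled with 0.24 uM Alexa 594 label, for 6 hr at 37 C in 100 mM sodium acetate pH 7. Fluorescence polarization (555/632 nm) read 1 hr after 30 uM ThT.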
Tau fluor counter: counter-screen for tau fibril formation inhibitors. hit rate 0.93% among 280,000. Potency, µM (series often up to 57.7 µM), without a hit: top-dose activity change, negative = decrease. tau K18 P301L Alexa594 fluorescence, heparin fibrillization; further: on the % scale 0 is the no-effect control and ±100 the full control effect; nearly all actives have a fitted effect of over 55% in size
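Human K18 P301L tau (15 uM unlabeled plus 0.24 uM Alexa 594-labeled, final) in 100 mM sodium acetate pH 7 was mixed with compound and 20 uM heparin and incubated 6 hr at 37 C.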
RECQ1 inh: inhibitors of human RECQ1 DNA helicase; RECQ1 DNA unwinding, red fluorescence kinetic read; Potency, µM (highest dose often 57.3 µM), for inactives: at the highest dose activity, negative = inhibition, most hits filed as inhibitors; hit rate 0.54% among 240,000;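 further: plate controls were vehicle for no effect and no enzyme for full effect; nearly all actives have a fitted effect of over 30% in size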
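50 nM RECQ1T1 preincubated 15 min with compound in Tris pH 8.0 buffer with MgCl2, DTT, Tween-20 and 2.5 ug/ml poly(dI-dC); started with 200 nM TAMRA/BHQ-2 forked duplex and 2 mM ATP. Unwinding read as fluorescence (525/598 nm), two reads 2 h apart.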
TexasRed fluor: counter-screen for TRb-SRC2 inhibitors: fluorescence interference; TRb/SRC2 Texas Red total fluorescence interference; Potency, µM (doses to about 106 µM), for the others: at the highest dose fluorescence change, negative = quenching; hit rate 0.29% among 280,000; AID 1479; active means well fitted curve in either direction with a large enough effect; inconclusive means small, poorly fitted or top-dose-only effect; further: on the % scale 0 is the no-effect control and ±100 the full control effect
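Human TRb ligand-binding domain at 0.6 uM with 20 nM Texas Red SRC2 peptide in Tris buffer containing 1 uM T3 and 5% DMSO, incubated with compound 5 h at ambient temperature. Total fluorescence (555/632 nm) calculated as parallel + 2 × perpendicular.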
Tau fibril ThT: tau fibrillization inhibition (ThT binding); recombinant tau K18 P301L, heparin-induced fibrillization, ThT fluorescence; hit rate 2.1% among 270,000; P10636; Potency, µM (top dose mostly 57.4 µM), for the others: at the top dose activity, negative = inhibition, actives largely listed as inhibitors; further: on the % scale 0 is the no-effect control and ±100 the full control effect; nearly all actives have a fitted effect of over 55% in size
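ThT emission at 510 nm, taken 1 hr after adding 30 uM dye, quantifies aggregates formed when 20 uM heparin acts on human tau K18 P301L for 6 hr at 37 C.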
HTT cytoprotect: Huntington cell model cytoprotection by ATP luminescence; Potency, µM (series often up to 56.4 µM), for the others: cytoprotection (ATP increase), most hits filed as activators; PC12 HTT-Q103 induced, cytoprotection, ATP luminescence, 40 h; hit rate 0.14% among 230,000;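 further: % of control where 0% means no effect; nearly all actives have a fitted effect of over 45% in size; toxic huntingtin expression switched on by the ecdysone agonist tebufenozide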
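PC12 cells stably carrying ecdysone-inducible Htt exon 1 (Q103)–GFP were induced with 100 nM tebufenozide (final) alongside library compounds in a dose series. Cytoprotection was scored as retained ATP by ATPlite luminescence.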
* marks the source's active call; other numbers are inactive results; i = inactive; ? = inconclusive; / = not tested or not shown; [ ] = remark or other dose. Unless noted, the call rests on the fitted dose curve; in most records, active means well fitted curve in the direction sought with a large enough effect; inconclusive means small, poorly fitted or top-dose-only effect, or another doubt; inactive means no such curve, though single readings can be large; an effect the other way counts as inactive or inconclusive. Potency means the concentration at half of the fitted maximal effect.

Each structure is followed by: L3MBTL1 inh, TRb SRC2 PPI, Tau fibril FP, Tau fluor counter, RECQ1 inh, TexasRed fluor, Tau fibril ThT, HTT cytoprotect
> Cc1ccc(S(=O)(=O)N(CC(=O)Nc2cccc(N(C)S(C)(=O)=O)c2)c2ccc(Cl)c(Cl)c2)cc1
→ -10%, 0%, -18%, ?, 7.1µM*, -4%, 6%, 10%[10 µM]
> CCN(CC)CCOC(=O)C1(c2ccccc2)CCOCC1
→ -4%, -10%, -5%, -4%, -4%, -1%, 2%, 13%
> Cn1ncc(Br)c1C(=O)NC12CC3CC(CC(C3)C1)C2
→ 7%, 6%, -4%, 2%, i, 0%, 1%, 21%[10 µM]
> O=C(NC(=S)N1CCCc2ccccc21)c1ccc(Br)cc1
→ -7%, -10%, -4%, ?, -6%, -8%, ?, 23%[10 µM]
> CC(=O)c1ccc(NC(=O)C(C)n2nc(-c3ccccc3)c3cc(Cl)ccc32)cc1 (centres undefined)
→ 1%, 8%, ?, ?, -4%, 1%, -5%, /
> Cc1ccc(-c2nnc(N3CCCCC3)c3ccccc23)cc1S(=O)(=O)N1CCN(C)CC1
→ 3%, -9%, 6%, 4%, -3%, 2%, -11%, -3%
> C=CCOC(=O)C(=O)/C=C/c1ccc2c(c1)Cc1ccccc1-2
→ -9%, -13%, 11%, 8%, i, -1%, ?, 27%[10 µM]
> C=CCS(=O)(=O)N1CCC(CCOc2ccccc2)(C(=O)OCC)CC1
→ 2%, 1%, 8%, -13%, -1%, -1%, -11%, -26%[10 µM]
> CCOc1ccc(-c2ccc(NS(=O)(=O)c3ccc(C)cc3)cc2)nn1
→ /, -3%, 2%, ?, /, -2%, -4%, /
> COc1ccc(C2=NN(C(=O)CCC(=O)O)C(c3cccs3)C2)cc1OC (centres undefined)
→ 2%, -4%, 7%, -8%, -6%, 1%, -8%, 44%[10 µM]
> Cn1c(=O)n(C)c2cc(CNc3ccc(N4CCOCC4)c(C(=O)O)c3)ccc21
→ 0%, -14%, 2%, -1%, -1%, -1%, -7%, -6%
> O=C(CSCC(=O)NC1CCCC1)Nc1ccccc1
→ -1%, 11%, 0%, -11%, 9%, 2%, -7%, /
> O=C(NC(C(=O)O)c1ccccc1)c1ccccc1 (centres undefined)
→ /, 4%, -2%, -5%, -17%, -2%, -12%, 4%
> O=C(O/N=C/c1ccc2c(c1)OCO2)c1ccc([N+](=O)[O-])cc1
→ -4%, 0%, 0%, -17%, -7%, 0%, ?, -22%
> Cc1cccc(OCCC(=O)Nc2ccc(C)c(S(=O)(=O)N3CCCCC3)c2)c1
→ 8%, 0%, -7%, ?, ?, ?, -7%, 6%[1.9 µM]

(list continues)
Each structure is followed by: L3MBTL1 inh, TRb SRC2 PPI, Tau fibril FP, Tau fluor counter, RECQ1 inh, TexasRed fluor, Tau fibril ThT, HTT cytoprotect
> Cc1cc(C)n2nc(SCC(=O)N/N=C/c3cccc(Br)c3)nc2n1
→ /, -19%, ?, 10%, 1%, -1%, 3%, -24%
> CC(=O)C1=C(O)C(=O)N(c2ccc(O)cc2)C1c1ccc([N+](=O)[O-])cc1 (centres undefined)
→ -3%, 1%, 3%, 5%[2.34 µM], -8%, 0%, -5%, -5%[10 µM]
> Cc1cccc(-n2c(O)c(C=NCCCN3CCOCC3)c3ccccc3c2=O)c1
→ -19%, 2%, -2%, 1%, -2%, -6%, 9%, -22%[10 µM]
> CCn1c(C)c(C(C)=O)c(N2CCN(c3cccc(Cl)c3)CC2)nc1=S
→ /, -9%, -6%, -20%, -10%, 1%, ?, -5%
> O=C(Nc1ccon1)c1ccccc1Cl
→ /, 2%, 5%, 2%, i, -5%, 0%, -43%[inhibitor]
> c1csc(CSc2nnc3sc4ccccc4n23)c1
→ -5%, 5%, -5%, -9%, -1%, 1%, -1%, 25%[1.9 µM]
> NC(=O)c1cccc2c1C(=O)N(C1CCCCC1)C2
→ -14%, -4%, 1%, -9%, -18%, 0%, 1%, 9%[10 µM]
> CCCS(=O)(=O)N1CCCC(c2nc(-c3ccc(OC)cc3)no2)C1 (centres undefined)
→ /, -2%, 1%, -13%, -13%, -2%, -4%, 3%
> CC(C)CC(=O)NCC1(N(C)C)CCCCC1
→ /, -3%, -2%, -2%, /, -9%, -1%, /
> CC(C)CCn1c(N2CCN(Cc3ccccc3)CC2)nc2c1c(=O)[nH]c(=O)n2C
→ /, -9%, 1%, -3%, i, 1%, -13%, -21%
> COc1cccc(C=NCC(C)N=Cc2cccc(OC)c2O)c1O (centres undefined)
→ -11%, -6%, 5%, -7%, -2%, 0%, ?, /
> Cc1csc(NC(=O)C2CC(=O)N(Cc3ccco3)C2)n1 (centres undefined)
→ 4%, 5%, -2%, 3%, -1%, -5%, 1%, 1.1µM*
> CO/N=C/NC(=O)Cc1cn(-c2ncc(C(F)(F)F)cc2Cl)c2ccccc12
→ /, 1%, 1%, -19%, i, 1%, -12%, -18%
> COCCNC(=O)Cn1c(=O)n(-c2ccc(C)c(C)c2)c(=O)c2c3c(sc21)CCCCC3
→ /, 0%, 3%, 3%, /, -3%, 2%, /
> CCOc1ccccc1N1CCN(S(=O)(=O)c2ccc(F)c(F)c2)CC1
→ 8%, -1%, 9%, -23%, -9%, -9%, -2%, 4%

Part of the list above, reduced to Tau fluor counter.
| SMILES | Tau fluor counter |
| --- | --- |
| O=C(Nc1ccon1)c1ccccc1Cl | 2% |
| c1csc(CSc2nnc3sc4ccccc4n23)c1 | -9% |

Remaining list, next part:
Each structure is followed by: L3MBTL1 inh, TRb SRC2 PPI, Tau fibril FP, Tau fluor counter, RECQ1 inh, TexasRed fluor, Tau fibril ThT, HTT cytoprotect
> O=C(Nc1ccc(NC(=O)C2CC2)nc1)c1cccc(F)c1
→ -9%, -3%, 4%, -8%, -2%, 0%, -8%, -2%
> Cc1cccc(NCc2ccccc2)c1
→ 0%, 4%, -6%, -9%, -15%, -1%, -4%, 9%[10 µM]
> CCC(=O)N1CCc2cc(Br)cc(S(=O)(=O)NCc3ccco3)c21
→ -2%, -18%, -1%, -8%, -17%, -1%, -12%, -11%[10 µM]
> O=C(CSc1nc(Nc2ccccc2)nc(N2CCOCC2)n1)Nc1ccc2c(c1)OCCO2
→ -4%, 4%, ?, ?, -5%, 4%, 9%, -12%
> CCCC(=O)Oc1ccc2c(C)cc(=O)oc2c1
→ 4%, -2%, 11%, -2%, 0%, -2%, -15%, /
> O=C(OCC(=O)N1CCN(C(=O)c2ccco2)CC1)c1cc(S(=O)(=O)Nc2ccc(Cl)cc2)ccc1O
→ -5%, 5%, 12%, -8%, 0%, 1%, 1%, -15%
> CCN(C(=O)CSc1nnc(-c2ccccc2Cl)n1C1CCCC1)C1CCS(=O)(=O)C1 (centres undefined)
→ 0%, -4%, 1%, 0%, i, -4%, 1%, 12%[10 µM]
> O=P(COc1ccccc1)(c1ccccc1)c1ccccc1
→ 5%, 3%, 2%, -3%, -7%, 2%, -3%, 1%
> O=S(=O)(c1cccc(-c2nn3c(-c4ccncc4)nnc3s2)c1)N1CCOCC1
→ /, -16%, -5%, 0%, -1%, 1%, 3%, 22%
> COc1ccc2cc1Oc1ccc(cc1)C[C@H]1c3cc(c(OC)cc3CCN1C)Oc1c(OC)c(OC)cc3c1[C@@H](C2)N(C)CC3
→ -1%, 0%[53 µM], /, /, 3%[25.9 µM], -5%[53 µM], /, -13%[10 µM]
> O=S(=O)(c1ccccc1)N1CCN(CC(O)COc2ccc3c(c2)CCC3)CC1 (centres undefined)
→ /, 10%, 9%, -20%, 0%, -2%, -15%, -25%
> NS(=O)(=O)c1ccc(CCNC(=O)c2ccc(Cl)cc2[N+](=O)[O-])cc1
→ 1%, 9%, -5%, 4%, i, -4%, 11%, -17%
> CCNC(=S)N(CCc1c(C)[nH]c2ccc(C)cc12)Cc1ccco1
→ -9%, 7%, ?, ?, -12%, -1%, ?, /
> O=C(CSc1nnc(CNC(=O)c2cccs2)o1)Nc1cccc(C(F)(F)F)c1
→ 2%[11.4 µM], -2%, -9%, -10%, -11%, -5%, -3%, -9%
> COc1ccc(-c2cc(C(=O)NCc3cccnc3)no2)cc1OC
→ 0%, -18%, -2%, -2%, 8%, 0%, -4%, -27%

Following part:
Each structure is followed by: L3MBTL1 inh, TRb SRC2 PPI, Tau fibril FP, Tau fluor counter, RECQ1 inh, TexasRed fluor, Tau fibril ThT, HTT cytoprotect
> O=C1CCCN1CC(CN1CCOCC1)Sc1nnnn1-c1ccccc1 (centres undefined)
→ 9%, 0%, -2%, 1%, i, -1%, -3%, -10%[0.074 µM]
> COc1cc(O)c(C(C)=O)c(CC(=O)O)c1
→ /, 0%, -7%, -11%, ?, -2%, ?, -1%[10 µM]
> COCCn1c(COc2cccc(OC)c2)nnc1SCC(=O)N1CCOCC1
→ -4%, -6%, -2%, -1%, -13%, -1%, 0%, -1%[10 µM]
> CN(C)c1ccc(CNC(=O)C2CCN(Cc3cc4ccccc4n3Cc3ccccc3)CC2)cc1
→ /, -3%, 8%, -27%, /, 0%, -10%, /
> COC(=O)c1c(NC(=O)c2ccc(C)o2)sc2c1CCCCC2
→ -17%[11.4 µM], -17%, -9%, -11%, i, 0%, ?, -20%
> CCN(CC)S(=O)(=O)c1ccc2[nH]cc(C(=O)NCCC3=CCCCC3)c(=O)c2c1
→ -3%, 10%, 11µM*, ?, -4%, 1%, 7%, -80%[inhibitor]
> COc1ccc(OCC(=O)OCCN(C)C)cc1
→ /, 5%, 11%, 5%, -6%, 1%, -1%, 5%
> COc1cccc(-c2nc(CS(=O)(=O)CC(=O)NCc3ccc(Cl)cc3)c(C)o2)c1
→ 5%, 4%, -3%, -4%, -2%, -1%, 7%, 21%[10 µM]
> CCOC(=O)c1ccc(Cl)c(NC(=O)c2ccc(-c3ccccc3)cc2)c1
→ -2%, -5%, -4%, 4%, -2%, -3%, 4%, -23%
> Cc1ccc(S(=O)(=O)O)c(C)c1N1CCCC1=O
→ 7%, 4%, 6%, 3%, -8%, -1%, 5%, -12%[1.9 µM]
> COc1ccc(C)cc1NC(=O)Cn1c(=O)oc2cc(S(=O)(=O)N3CCCCCC3)ccc21
→ /, -8%, -12%, -8%, /, -2%, 1%, /

Some of the compounds tested; the hit share may differ from the screen's.
